Bioassay records (PubChem)
m-calpain inh: inhibitors of pig calpain II, primary screen, biochemical, fluorogenic peptide substrate, 1536-well; purified calpain II, 30 min; inhibition, % at 16 µM; 220,000 tested, 0.37% active;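 active means inhibition above about 50%, limit read from the data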
hK5 inh: human KLK5 protease inhibitors, primary screen, biochemical, 1536-well; AID 873, 2007; 210,000 tested, 0.59% active; inhibition, % at 5 µM; recombinant hK5, fluorogenic AMC substrate cleavage; Kallikrein-5 (Homo sapiens), Q9Y337;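 active means inhibition of 40% or more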;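 further: 0% = enzyme controls without compound and 100% = no-enzyme blanks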
FXIIa inh 1536: human FXIIa protease inhibitors, primary screen, biochemical, 1536-well | purified FXIIa, Boc-QGR-AMC fluorogenic substrate, 2 h | inhibition, % at 5 µM | 220,000 tested, 0.3% active | AID 800, 2007; in the data active means inhibition above about 40%;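 further: 0% = enzyme with no compound and 100% = blank without enzyme; many of its hits are not listed in these tables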
Rad51 HR inh: human RAD51 strand exchange inhibitors, primary screen, biochemical, fluorescence; hRad51 DNA strand exchange, fluorescence dequenching; DNA repair protein RAD51 homolog 1 (Homo sapiens), Q06609; 200,000 tested, 0.085% active; inhibition, % at 10 µM;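 active means inhibition above 40% at the single screening dose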;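 further: 0% = DMSO control wells and 100% = blanks with heterologous ssDNA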
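Material: hRad51 filaments on single-stranded DNA; Reagent: Donor/quencher-labelled 47-bp dsDNA substrate; Compound: 10 µM final, single point; Schedule: 37 °C 15-min filament assembly, 30-min compound preincubation, 15-min exchange; Technique: FRET fluorescence, excitation 485 nm, emission 520 nm; Benchmarks: control wells and blank wells on each plate.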
Thrombin inh: human alpha-thrombin inhibitors, primary screen, counter-screen for coagulation protease inhibitor project, biochemical, 1536-well, fluorogenic AMC substrate; Boc-VPR-AMC fluorogenic substrate cleavage; inhibition, % at 5 µM; 220,000 tested, 0.26% active; AID 1046, 2008;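 active means inhibition at or above 40%; inactive means inhibition below 40%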;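 further: 0% = enzyme with no compound and 100% = wells without enzyme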
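signal = AMC fluorescence, 355/460 nm | material = human alpha-thrombin enzyme | control set = enzyme without compound as high, wells lacking enzyme as low | times = reaction at room temperature | read-out basis = percent inhibition scaled between no-compound controls and no-enzyme blanks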
Furin inhibitor: human furin inhibitors, primary screen, biochemical, fluorescence intensity. purified furin, fluorogenic substrate cleavage. inhibition, % at 30 µM. 220,000 tested, 0.061% active. AID 463115, 2010; in the data active means inhibition above about 25%; further: inactives centre near -15
FXIa inh 1536: human FXIa protease inhibitors, primary screen, biochemical, 1536-well. purified FXIa, Boc-Glu-Ala-Arg-AMC fluorogenic substrate. inhibition, % at 5 µM. 220,000 tested, 0.14% active. AID 798, 2007;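 active means inhibition of at least 40%; inactive means inhibition below 40%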;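 further: fluorescence of freed AMC excited at 355 nm; 0% = enzyme without compound and 100% = no enzyme blank; many of its hits are not listed in these tables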
PERK inh: block of dimerizer-induced PERK translation repression, primary screen, PERK inhibitor project, CHO PERK-DD cells, SEAP luminescence, HTS. Eukaryotic translation initiation factor 2-alpha kinase 3 (Homo sapiens), Q9NZJ5. CHO PERK-DD fusion, SEAP luminescence translation reporter. inhibition, % at 5.6 µM. 220,000 tested, 0.17% active. AID 1416, 2008;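 active means inhibition above the mean inhibition of all tested compounds plus 3 SD, set separately per screening campaign, cut at about 2.9% in these data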;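 further: PERK kinase domain activated by AP20187 dimerizer at 100 nM; 0% = DMSO with dimerizer and 100% = rapamycin at 8.4 µM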
Cl transport mod: KCC2 cotransporter modulators, thallium flux, primary screen, cell-based, HEK293 KCC2, FluoZin-2 fluorescence, MLSMR | KCC2 cells, thallium flux FluoZin-2 fluorescence | B-score of Tl+ flux slope (higher = more flux/activation; lower = inhibition) at 10 µM | Solute carrier family 12 member 5 (Homo sapiens), Q9H2X9 | 190,000 tested, 2.2% active;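 active means thallium flux slope and its plate-corrected score both differing from the plate sample mean at a set confidence after two filtering rounds, in either direction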;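 further: slope of fluorescence scaled to starting intensity during 10 to 20 s after thallium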
Target sequence (Q9H2X9 whole entry, looked up): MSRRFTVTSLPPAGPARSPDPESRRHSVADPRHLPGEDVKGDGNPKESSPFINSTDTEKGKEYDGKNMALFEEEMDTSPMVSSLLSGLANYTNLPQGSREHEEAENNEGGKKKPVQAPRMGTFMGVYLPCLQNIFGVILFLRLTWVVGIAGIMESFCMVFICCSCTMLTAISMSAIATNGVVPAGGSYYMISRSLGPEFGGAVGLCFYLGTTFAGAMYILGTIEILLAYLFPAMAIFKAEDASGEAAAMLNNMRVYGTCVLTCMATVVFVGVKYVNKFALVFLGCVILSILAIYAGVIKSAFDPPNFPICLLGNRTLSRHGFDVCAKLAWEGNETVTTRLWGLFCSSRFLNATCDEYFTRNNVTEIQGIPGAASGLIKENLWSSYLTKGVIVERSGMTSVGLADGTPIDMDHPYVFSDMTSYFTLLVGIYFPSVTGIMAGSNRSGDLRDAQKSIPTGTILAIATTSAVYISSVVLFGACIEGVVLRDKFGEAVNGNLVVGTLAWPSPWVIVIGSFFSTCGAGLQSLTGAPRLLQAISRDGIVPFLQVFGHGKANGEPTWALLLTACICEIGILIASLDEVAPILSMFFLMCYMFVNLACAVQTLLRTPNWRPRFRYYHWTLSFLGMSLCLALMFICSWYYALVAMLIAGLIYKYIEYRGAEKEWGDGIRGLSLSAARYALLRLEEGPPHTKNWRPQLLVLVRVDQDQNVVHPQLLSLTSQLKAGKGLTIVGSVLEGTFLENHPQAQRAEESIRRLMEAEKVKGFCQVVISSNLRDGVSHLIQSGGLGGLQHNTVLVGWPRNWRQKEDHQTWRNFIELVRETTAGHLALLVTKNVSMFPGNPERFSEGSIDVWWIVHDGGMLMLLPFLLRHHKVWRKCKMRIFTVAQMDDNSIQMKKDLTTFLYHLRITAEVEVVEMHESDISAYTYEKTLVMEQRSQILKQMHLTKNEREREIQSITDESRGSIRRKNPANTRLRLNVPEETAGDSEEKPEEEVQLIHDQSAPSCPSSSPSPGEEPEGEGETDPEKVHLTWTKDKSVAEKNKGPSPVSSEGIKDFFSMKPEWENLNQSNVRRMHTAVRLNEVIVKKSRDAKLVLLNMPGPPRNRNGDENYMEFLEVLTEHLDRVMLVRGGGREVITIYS
Starred values were filed as active, the others as inactive; [ ] = remark or other dose. A portion of the library, so the mix of outcomes need not match the whole.

A first look:
How did CCc1ccc(NC(=O)COn2nnc3ccc(S(=O)(=O)N(C)C)cc32)cc1 do in these assays?
m-calpain inh: 13; hK5 inh: -2; FXIIa inh 1536: 17; Rad51 HR inh: -2; Thrombin inh: 7; Furin inhibitor: -4[20 µM]; FXIa inh 1536: -2; PERK inh: -1.3; Cl transport mod: -0.94

How did CCCCCCCCCCCCS[C@H]1CS(=O)(=O)C[C@@H]1O do in these assays?
m-calpain inh: 1; hK5 inh: -4; FXIIa inh 1536: -1; Thrombin inh: -8; Furin inhibitor: 0; FXIa inh 1536: -6; PERK inh: 0.3; Cl transport mod: 0.043

All compounds of this part, previewed entries included:
How did CCc1ccc(NC(=O)COn2nnc3ccc(S(=O)(=O)N(C)C)cc32)cc1 do in these assays?
m-calpain inh: 13; hK5 inh: -2; FXIIa inh 1536: 17; Rad51 HR inh: -2; Thrombin inh: 7; Furin inhibitor: -4[20 µM]; FXIa inh 1536: -2; PERK inh: -1.3; Cl transport mod: -0.94

How did CCCCCCCCCCCCS[C@H]1CS(=O)(=O)C[C@@H]1O do in these assays?
m-calpain inh: 1; hK5 inh: -4; FXIIa inh 1536: -1; Thrombin inh: -8; Furin inhibitor: 0; FXIa inh 1536: -6; PERK inh: 0.3; Cl transport mod: 0.043

Results for OC(CNCC1CCCO1)COc1ccc(OCC(O)CNCC2CCCO2)cc1 (centres undefined) ?
m-calpain inh: -12; hK5 inh: -3; FXIIa inh 1536: 16; Rad51 HR inh: 7; Thrombin inh: 2; Furin inhibitor: -25[20 µM]; FXIa inh 1536: 8; PERK inh: 0.7; Cl transport mod: 0.011

Results for O=C(NNS(=O)(=O)c1ccc(Cl)cc1)c1cccs1 ?
m-calpain inh: -23; hK5 inh: 5; FXIIa inh 1536: -1; Rad51 HR inh: -4; Thrombin inh: -11; Furin inhibitor: -37; FXIa inh 1536: -2; PERK inh: 1.3; Cl transport mod: 0.54

What do the screens show for `Cc1ccc(S(=O)(=O)Nc2ccc(=O)n(Cc3ccc(Cl)c(Cl)c3)c2)cc1`?
m-calpain inh: -58; hK5 inh: -14; FXIIa inh 1536: 13; Rad51 HR inh: -5; Thrombin inh: 3; Furin inhibitor: -4; FXIa inh 1536: 2; PERK inh: 0.0; Cl transport mod: 0.54

What do the screens show for `CC1(C)NC(=O)N(CCCOc2ccc(Br)cc2Cl)C1=O`?
m-calpain inh: -20; hK5 inh: 1; FXIIa inh 1536: 13; Rad51 HR inh: -3; Thrombin inh: -3; Furin inhibitor: -18[20 µM]; FXIa inh 1536: -4; PERK inh: -0.5; Cl transport mod: -0.74

Results for CC(C)C(=O)N1CCN(c2cc(N3CCN(C)CC3)c(F)cc2[N+](=O)[O-])CC1 ?
m-calpain inh: 34; hK5 inh: -13; FXIIa inh 1536: 2; Rad51 HR inh: 8; Thrombin inh: 0; Furin inhibitor: -2; FXIa inh 1536: 0; PERK inh: 0.4; Cl transport mod: 0.28

How did CC(=O)Nc1ccc(Nc2cc(C(C)C)nc3c(-c4ccccc4)c(C)nn23)cc1 do in these assays?
m-calpain inh: -22; hK5 inh: 2; FXIIa inh 1536: 3; Rad51 HR inh: 11; Thrombin inh: -3; Furin inhibitor: -8; FXIa inh 1536: -6; PERK inh: -0.1; Cl transport mod: -0.7

How did O=C(CCSc1nnc(-c2ccc(O)cc2)o1)N1CCOCC1 do in these assays?
m-calpain inh: 18; hK5 inh: 4; FXIIa inh 1536: 8; Rad51 HR inh: 8; Thrombin inh: 3; Furin inhibitor: -27; FXIa inh 1536: -1; PERK inh: 2.2; Cl transport mod: 0.12

Results for COc1ncnc2sc3c(c12)CCCC3 ?
m-calpain inh: -16; hK5 inh: -22; FXIIa inh 1536: 9; Rad51 HR inh: 0; Thrombin inh: -2; Furin inhibitor: -14; FXIa inh 1536: -2; PERK inh: 1.4

Results for O=C(Nc1ccc(Nc2ccccc2)cc1)Nc1ccccc1Cl ?
m-calpain inh: 12; hK5 inh: -3; FXIIa inh 1536: 2; Rad51 HR inh: 13; Thrombin inh: -7; Furin inhibitor: -7; FXIa inh 1536: -5; PERK inh: 0.3; Cl transport mod: -0.34

Results for COc1ccc(/C=N/c2nc3ccccc3n2CCN2CCCCC2)cc1OC ?
m-calpain inh: 19; hK5 inh: 7; FXIIa inh 1536: 21; Rad51 HR inh: 4; Thrombin inh: 11; Furin inhibitor: -10[20 µM]; FXIa inh 1536: 5; PERK inh: -0.2

Results for Nc1cc(N2CCOCC2)c(Cl)cc1[N+](=O)[O-] ?
m-calpain inh: 2; hK5 inh: 0; FXIIa inh 1536: 11; Rad51 HR inh: 18; Thrombin inh: -3; Furin inhibitor: -23; FXIa inh 1536: 0; PERK inh: 0.1; Cl transport mod: -0.76

Results for O=C1CCC(=O)N1CN(C(=O)c1ccco1)c1ccc(Cl)c(Cl)c1 ?
m-calpain inh: 23; hK5 inh: 2; FXIIa inh 1536: 14; Rad51 HR inh: 2; Thrombin inh: 1; Furin inhibitor: -5; FXIa inh 1536: 3; PERK inh: 0.8; Cl transport mod: 0.85

How did CCC(CC)C(=O)Nc1cccc(C(=O)Nc2ccc3c(c2)OCO3)c1 do in these assays?
m-calpain inh: 22; hK5 inh: 16; FXIIa inh 1536: -4; Rad51 HR inh: 1; Thrombin inh: 29; Furin inhibitor: -14; FXIa inh 1536: -4; PERK inh: -0.6

What do the screens show for `CC(=O)c1sc(-c2ccccc2)cc1N`?
m-calpain inh: -25; hK5 inh: -2; FXIIa inh 1536: 5; Rad51 HR inh: 1; Thrombin inh: -6; Furin inhibitor: -17; FXIa inh 1536: 2; PERK inh: 2.5; Cl transport mod: 0.25

How did CC(=O)/C(=C/N(C)C)C(=O)Nc1ccc(Cl)cc1Cl do in these assays?
m-calpain inh: -24; hK5 inh: -6; FXIIa inh 1536: 2; Rad51 HR inh: -12; Thrombin inh: 2; Furin inhibitor: -20; FXIa inh 1536: -5; PERK inh: 1.1; Cl transport mod: -0.34

What do the screens show for `O=C(/C=C/c1cccnc1)c1cc(F)ccc1O`?
m-calpain inh: -16; hK5 inh: -6; FXIIa inh 1536: 2; Rad51 HR inh: 0; Thrombin inh: -5; Furin inhibitor: -6; FXIa inh 1536: -6; PERK inh: 0.4; Cl transport mod: 0.28

How did COC(=O)c1ccc(Cl)c(S(=O)(=O)N2CCCC2)c1 do in these assays?
m-calpain inh: -1; hK5 inh: 1; FXIIa inh 1536: 3; Rad51 HR inh: -4; Thrombin inh: 7; Furin inhibitor: -18; FXIa inh 1536: -2; PERK inh: 1.4; Cl transport mod: 0.63

Results for COc1ccc(NC(=O)c2c(SC)nsc2SC)cc1 ?
m-calpain inh: 0; hK5 inh: 13; FXIIa inh 1536: -6; Rad51 HR inh: -9; Thrombin inh: -5; Furin inhibitor: -20; FXIa inh 1536: -11; PERK inh: -0.6; Cl transport mod: 0.29

How did O=c1ccccn1CCOc1ccccc1Cl do in these assays?
m-calpain inh: -15; hK5 inh: -14; FXIIa inh 1536: 7; Rad51 HR inh: -2; Thrombin inh: -6; Furin inhibitor: -18; FXIa inh 1536: -1; PERK inh: 0.9; Cl transport mod: 0.68

Results for Nc1nc(NC(=O)/C=C/c2ccc(F)cc2)nn1-c1ccccc1 ?
m-calpain inh: 21; hK5 inh: -2; FXIIa inh 1536: 0; Rad51 HR inh: 18; Thrombin inh: -8; Furin inhibitor: -7; FXIa inh 1536: -4; PERK inh: -1.1; Cl transport mod: -0.39

How did COc1ccc(/C=C2\SC(=S)N(NC(=O)c3csc4c3CCCC4)C2=O)cc1 do in these assays?
m-calpain inh: -2; hK5 inh: 3; FXIIa inh 1536: 16; Rad51 HR inh: -5; Thrombin inh: 6; Furin inhibitor: -17[20 µM]; FXIa inh 1536: 0; PERK inh: 1.0; Cl transport mod: 0.5

How did c1ccc2c(NCCCN3CCOCC3)c3ccccc3nc2c1 do in these assays?
m-calpain inh: -36; hK5 inh: -5; FXIIa inh 1536: 2; Rad51 HR inh: 13; Thrombin inh: -4; Furin inhibitor: -17; FXIa inh 1536: -4; PERK inh: -0.1; Cl transport mod: 0.048

Results for S=C(NCCc1ccccc1)NCC(c1ccco1)N1CCCCC1 (centres undefined) ?
m-calpain inh: -15; hK5 inh: 4; FXIIa inh 1536: 12; Rad51 HR inh: -11; Thrombin inh: 0; Furin inhibitor: -20; FXIa inh 1536: 2; PERK inh: -0.3; Cl transport mod: -2

How did CSc1ccccc1NC(=O)CO/N=C(\C)c1cc2ccccc2o1 do in these assays?
m-calpain inh: 16; hK5 inh: 2; FXIIa inh 1536: 5; Rad51 HR inh: 2; Thrombin inh: 2; Furin inhibitor: -9; FXIa inh 1536: 5; PERK inh: 0.3; Cl transport mod: 0.13

How did Cc1ccc2c(CC(=O)N3CCN(S(=O)(=O)c4cccs4)CC3)coc2c1 do in these assays?
m-calpain inh: -10; hK5 inh: 6; FXIIa inh 1536: 10; Rad51 HR inh: 8; Thrombin inh: -1; Furin inhibitor: -16[20 µM]; FXIa inh 1536: -1; PERK inh: -1.1; Cl transport mod: -4.1

What do the screens show for `CCCS(=O)(=O)N1CCCC(C(=O)NCCN(CC)CC)C1` (centres undefined)?
hK5 inh: -4; FXIIa inh 1536: -7; Rad51 HR inh: 3; Thrombin inh: -1; Furin inhibitor: -28; FXIa inh 1536: -12; PERK inh: 1.2; Cl transport mod: 0.34

What do the screens show for `O=C1c2ccccc2-c2cccc(C(=O)N3CCCCC3)c21`?
m-calpain inh: -10; hK5 inh: 4; FXIIa inh 1536: 13; Rad51 HR inh: 1; Thrombin inh: 3; Furin inhibitor: 20; FXIa inh 1536: 5; PERK inh: -1.1; Cl transport mod: -1.2

Results for COc1ccccc1N1CCN(C(=O)c2c(-c3ccccc3Cl)noc2C)CC1 ?
m-calpain inh: -14; hK5 inh: 30; FXIIa inh 1536: 15; Rad51 HR inh: 10; Thrombin inh: 9; Furin inhibitor: -16; FXIa inh 1536: 6; PERK inh: -0.8

What do the screens show for `CCC1=NNC(=O)C(CC(=O)Nc2ccccc2)c2cc(OC)c(OC)cc21` (centres undefined)?
m-calpain inh: -12; hK5 inh: -10; FXIIa inh 1536: 13; Thrombin inh: 0; Furin inhibitor: -30; FXIa inh 1536: 9; PERK inh: -0.3; Cl transport mod: 0.82

What do the screens show for `COc1ccc(-n2c(C)c(C(C)=O)c(C(C)=O)c2C)cc1`?
m-calpain inh: 33; hK5 inh: -5; FXIIa inh 1536: 9; Rad51 HR inh: -4; Thrombin inh: 7; Furin inhibitor: -10[20 µM]; FXIa inh 1536: -1; PERK inh: -0.6

Results for Cc1ccsc1/C=C1/C(=O)NN(c2ccccc2)C1=O ?
m-calpain inh: -4; hK5 inh: -8; FXIIa inh 1536: 1; Rad51 HR inh: 6; Thrombin inh: 0; Furin inhibitor: -14; FXIa inh 1536: -2; PERK inh: 1.8; Cl transport mod: 0.21

What do the screens show for `COc1cc(/C=N/Nc2nc3ccccc3[nH]2)cc(OC)c1O`?
m-calpain inh: -21; hK5 inh: -9; FXIIa inh 1536: 11; Rad51 HR inh: 3; Thrombin inh: -7; Furin inhibitor: -13; FXIa inh 1536: 0; PERK inh: 0.9; Cl transport mod: -0.15
